TAAR1 antagonist: human TAAR1 antagonists, primary screen, Fluo-8 calcium fluorescence, CHO RD-HGA16 cells | antagonist | 360,000 tested, 1.5% active | Trace amine-associated receptor 1 (Homo sapiens), Q96RJ0 | inhibition, % at 3 µM;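 active means inhibition above a per-plate cutoff, the mean inhibition of test compounds on that plate plus 3 SD, cut at about 49% in these data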;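 further: 0% = DMSO plus EC80 beta-PEA response and 100% = DMSO alone without agonist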
Target sequence (Q96RJ0 whole entry, looked up): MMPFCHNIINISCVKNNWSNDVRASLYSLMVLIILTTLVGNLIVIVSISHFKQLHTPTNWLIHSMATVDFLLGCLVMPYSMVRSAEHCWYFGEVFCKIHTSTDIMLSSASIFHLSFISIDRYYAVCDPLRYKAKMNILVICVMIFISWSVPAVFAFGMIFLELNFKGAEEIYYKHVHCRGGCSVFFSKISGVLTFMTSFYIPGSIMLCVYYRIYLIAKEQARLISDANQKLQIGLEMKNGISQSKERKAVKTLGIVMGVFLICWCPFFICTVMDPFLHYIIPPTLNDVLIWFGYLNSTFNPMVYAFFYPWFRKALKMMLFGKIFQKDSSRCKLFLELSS
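Material: RD-HGA16 CHO cells with stable hTAAR1 and Gα16; Dosing: single nominal final test compound concentration of 3 µM; Schedule: seeding 17-24 h prior, 75-min 37 °C, 30-min RT dye loading; Detection: kinetic Fluo-8 calcium fluorescence measurement; Measure: % inhibition from peak post-agonist over basal fluorescence ratio; Benchmarks: vehicle and agonist controls.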
CHRM1 agonist: human M1 muscarinic receptor agonists, primary screen, Fluo-8 calcium fluorescence, CHO-K1 cells, HTS | Muscarinic acetylcholine receptor M1 (Homo sapiens), P11229 | CHO-K1 hM1, agonist mode; 0% DMSO, 100% acetylcholine EC100 | activation, % at 3 µM | 360,000 tested, 0.33% active | AID 588814, 2011;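 active means activation above the run's mean compound activation plus 3 SD, cut at about 16% in these data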;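 further: peak over basal fluorescence ratio within a 140 s kinetic read after compound addition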
V1R ag counter: agonists of human V1a receptor, primary screen, counter-screen for OXTR agonist project, fluorescence, CHO-V1R cells; Vasopressin V1a receptor (Homo sapiens), P37288; Fluo-8 calcium fluorescence, agonist mode; 0% DMSO, 100% 3 nM vasopressin; activation, % at 3 µM; 320,000 tested, 0.25% active;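 active means activation above the mean activation of all tested compounds plus 3 SD, per screening run, cut at about 20% in these data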;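 further: signal is peak over basal fluorescence ratio across a 100 second FLIPR read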
Target sequence (P37288 whole entry, looked up): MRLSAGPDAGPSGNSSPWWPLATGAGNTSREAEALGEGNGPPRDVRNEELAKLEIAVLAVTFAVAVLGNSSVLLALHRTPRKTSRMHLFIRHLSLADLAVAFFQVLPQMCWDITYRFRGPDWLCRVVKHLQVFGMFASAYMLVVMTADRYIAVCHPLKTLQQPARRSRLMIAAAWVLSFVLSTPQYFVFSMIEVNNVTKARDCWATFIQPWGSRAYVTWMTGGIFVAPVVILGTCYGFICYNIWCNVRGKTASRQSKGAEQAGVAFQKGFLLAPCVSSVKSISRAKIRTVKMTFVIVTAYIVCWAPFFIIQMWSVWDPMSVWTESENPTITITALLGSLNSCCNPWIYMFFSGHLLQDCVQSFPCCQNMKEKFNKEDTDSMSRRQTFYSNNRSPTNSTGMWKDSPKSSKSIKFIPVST
TAAR1 ag: human TAAR1 agonists, primary screen, Fluo-8 calcium fluorescence, CHO RD-HGA16 cells | Trace amine-associated receptor 1 (Homo sapiens), Q96RJ0 | vehicle wells 0%, saturating PEA agonist 100% | activation, % at 3 µM | 360,000 tested, 0.99% active | AID 624467, 2012;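 active means activation above the mean activation of all test compounds in the run plus 3 SD, cut at about 38% in these data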
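Assay system: CHO-derived RD-HGA16 cells with stable Gα16 and human TAAR1; timing: 17-24 h seeding, 75 min 37 °C dye, 30 min RT; read-out: % activation from peak over basal fluorescence ratio, DMSO-to-PEA scaled; measured by: kinetic Fluo-8 calcium fluorescence; benchmarks: low control DMSO, high control PEA (EC100); doses: 3 µM single concentration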
OXTR potentiator: human OXTR potentiators, primary screen, fluorescence, CHO-OTR cells, Fluo-8 calcium | Fluo-8 calcium fluorescence, potentiator mode; 0% = oxytocin EC15, 100% = EC100 | activation, % at 3 µM | 320,000 tested, 0.061% active;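 active means activation above that plate's cutoff, the mean activation of tested compounds plus 3 SD, cut at about 6.6% in these data, passing the limit was not always enough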;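 further: 100% uses oxytocin at 75 nM as the full agonist control; some results filed as inactive read as strong as hits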
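assay system = CHO-OTR cells, human receptor | schedule = compound 6 min at room temperature before oxytocin, 100 s read | detection = Fluo-8 intracellular calcium fluorescence, ex 470-495, em 515-575 nm | evaluation = normalized max/min fluorescence ratio, % activation | control set = EC15 oxytocin alone as 0%, 75 nM oxytocin (EC100) as 100%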
CHO parental Ca: ATP-evoked calcium signal inhibitors, parental CHO, primary screen, counter-screen for OX1R antagonist project, cell-based, fluorescence, Fluo-8 calcium dye. parental CHO-K1, ATP-induced calcium, Fluo-8 fluorescence. inhibition, % at 5.6 µM. 330,000 tested, 0.63% active. AID 463079, 2010;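 active means inhibition above that plate's mean sample inhibition plus 3 SD, cut at about 26% in these data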;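 further: 0% = ATP-challenged DMSO wells and 100% = DMSO wells without ATP; some compounds past the cut are filed as inactive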
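material = parental CHO cells | also added = ATP as calcium-mobilizing challenge | dosing = single point at 5.6 µM | detection = intracellular calcium via Fluo-8 no-wash fluorescent dye | read-out = % inhibition | benchmarks = low control ATP plus DMSO, high control DMSO only | repeats = one well per compound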
CHRM1 PAM: human M1 muscarinic receptor positive allosteric modulators, primary screen, CHO-K1 cells, Fluo-8 calcium fluorescence, 1536-well. 360,000 tested, 0.088% active. AID 588819, 2011. CHO-K1 hM1, ACh EC20; 0% = ACh EC20, 100% = maximal ACh. activation, % at 3 µM. Muscarinic acetylcholine receptor M1 (Homo sapiens), P11229; in the data active means activation above about 19%, passing the limit was not always enough
M1 antag: human M1 muscarinic receptor antagonists, primary screen, CHO-K1 cells, Fluo-8 calcium fluorescence, 1536-well | CHO-K1 hM1, ACh EC80 antagonist | 360,000 tested, 1.3% active | Muscarinic acetylcholine receptor M1 (Homo sapiens), P11229 | inhibition, % at 3 µM;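 active means percent inhibition above its own plate's cutoff, namely the mean of that plate's compound wells plus 3 SD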;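 further: peak over basal fluorescence ratio during 140 s after agonist addition; 0% = ACh EC80 plus DMSO and 100% = DMSO alone without agonist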
OXTR agonist: human OXTR agonists, primary screen, fluorescence, CHO-OTR cells, Fluo-8 calcium; activation, % at 3 µM; Fluo-8 calcium fluorescence; normalized: DMSO 0%, oxytocin 100%; 320,000 tested, 0.32% active; AID 2435, 2010; Oxytocin receptor (Homo sapiens), P30559;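 active means activation above the mean of all tested compounds plus 3 SD, cutoff set per screening run, cut at about 20% in these data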;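 further: peak over basal fluorescence ratio from a 100 s FLIPR kinetic read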
Numbers without * were called inactive; . = no result given; & = joins results of further samples.

1	COc1ccc(CN2CC(C(=O)NCCCN3CCCCCC3)CC2=O)cc1 (stereo not drawn)
2	Cc1[nH]c(=O)[nH]c(=O)c1S(=O)(=O)Nc1cccc([N+](=O)[O-])c1C
3	COCCNc1nc(Nc2ccc(Cl)cc2F)c2sccc2n1
4	Cc1ccc(C(=O)NNC(=O)/C=C\C(=O)O)cc1
5	O=C(CCC1CCCN(C(=O)C2=CCCC2)C1)N1CCN(c2ccccn2)CC1 (stereo not drawn)
6	CN(C)S(=O)(=O)c1cccc(NC(=O)c2cc3ccccc3o2)c1
7	CC1CC(CCC(=O)NC(=S)Nc2ccc(Cl)cn2)C(=O)O1 (stereo not drawn)
8	O=C(COc1ccc(-c2nnco2)cc1)NC1CCS(=O)(=O)C1 (stereo not drawn)

Screen / compound no.	1	2	3	4	5	6	7	8
TAAR1 antagonist	25	-16	11	5	12	18	12	19
CHRM1 agonist	-5	-6	-4	-1	-12	-3	-7	-4
V1R ag counter	0.8	.	.	0.9	-0.2	4.0	0.5	-0.1
TAAR1 ag	2	2	1	1	-1	28	0	1
OXTR potentiator	-6	.	.	-3	4	-5	-3	-4
CHO parental Ca	0	.	.	-5	-13	-2	-9	-13
CHRM1 PAM	-8	5	-8	-1	-1	-6	8	2
M1 antag	8	-18	-5	2	-8	13	-3	0
OXTR agonist	-0.3	.	.	-0.8	-1.5	2.3	2.1	0.0

Some of the entries so far, with bars between the fields:
# | smiles | TAAR1 antagonist | CHRM1 agonist | V1R ag counter | TAAR1 ag | OXTR potentiator | CHO parental Ca | CHRM1 PAM | M1 antag | OXTR agonist
2 | Cc1[nH]c(=O)[nH]c(=O)c1S(=O)(=O)Nc1cccc([N+](=O)[O-])c1C | -16 | -6 | . | 2 | . | . | 5 | -18 | .
3 | COCCNc1nc(Nc2ccc(Cl)cc2F)c2sccc2n1 | 11 | -4 | . | 1 | . | . | -8 | -5 | .
4 | Cc1ccc(C(=O)NNC(=O)/C=C\C(=O)O)cc1 | 5 | -1 | 0.9 | 1 | -3 | -5 | -1 | 2 | -0.8

More compounds
9	CS(=O)(=O)c1ccc2nc(NC(=O)CN3CCN(Cc4ccccc4)CC3)sc2c1
10	O=C(NC1CCCCC1)c1ccc(N2CCOCC2)c([N+](=O)[O-])c1
11	Cn1ncc(Cl)c1C(=O)N1CCOCC1
12	CC1(C)CCSC(/C=C/c2ccccc2)=N1
13	COc1ccc(C2C(C#N)=C(N)Oc3cc(O)ccc32)cc1 (stereo not drawn)
14	COc1ccc2cc(C(=O)C3CCCN(C(=O)c4cc(=O)n(C)c(=O)n4C)C3)ccc2c1 (stereo not drawn)
15	CCc1nn(CC(=O)NCCCN2CCc3ccccc3C2)c(=O)c2cc3sccc3n12
16	O=C(CCn1c(=O)oc2ccccc21)NCCCN1CCCC1=O

Screen / compound no.	9	10	11	12	13	14	15	16
TAAR1 antagonist	17	-5	-3	-27	0	9	20	-3
CHRM1 agonist	-7	-4	-6	-6	0	-9	-14	-2
V1R ag counter	2.5	-0.3	-0.1	.	.	2.7	-1.3	0.5
TAAR1 ag	0	3	0	6	2	6	2	0
OXTR potentiator	-3	-10	-8	.	.	-5	-10	-2
CHO parental Ca	-5	2	5	.	.	-34	-17	-10
CHRM1 PAM	-2	1	3	-4	3	3	-33	-3
M1 antag	2	-2	-2	1	-4	-4	44*	2
OXTR agonist	1.5	-0.2	0.2	.	.	-0.3	-0.7	-0.3

Taken from above:
compound 9 in CHO parental Ca is listed with -5
compound 15 in OXTR agonist is listed with -0.7
compound 12 in CHRM1 PAM is listed with -4
compound 16 in M1 antag is listed with 2

More entries
17	CN(C)S(=O)(=O)c1ccc(Cl)c(NC(=O)COC(=O)/C=C/c2cnc3ccccc3n2)c1
18	Cc1c(CN2CCC(CO)(CC3CCCCO3)CC2)cnn1C (stereo not drawn)
19	CN(C)c1ccnc(-n2cccc2/C=N/OCc2cccc(F)c2)c1C#N
20	O=C(C[C@@H]1C[C@H]2c3cc(NC(=O)NC4CCCCC4)ccc3O[C@H]2[C@H](CO)O1)NC1CCCCC1
21	COC(=O)c1ccccc1S(=O)(=O)N1CCC(C(=O)NC2CCCCC2)CC1
22	O=C(Nc1ccon1)c1cccc(S(=O)(=O)N2CCCCC2)c1
23	CN(CCO)CC(O)CN(c1ccccc1)c1ccccc1 (stereo not drawn)
24	COc1cc(/C=N/n2cnnc2)ccc1OS(=O)(=O)c1ccccc1[N+](=O)[O-]

Screen / compound no.	17	18	19	20	21	22	23	24
TAAR1 antagonist	-22	-4	4	-6	-1	0	-2	-11
CHRM1 agonist	-1	-9	-5	-3	-4	-4	-4	-9
V1R ag counter	-0.3	1.0	-0.5	.	0.4	1.1	-0.2	1.0
TAAR1 ag	1	2	6	0	3	4	3	8
OXTR potentiator	-3	-13	-13	.	-4	0	-8	-5
CHO parental Ca	-3	-10	-9	.	-7	-10	9	-6
CHRM1 PAM	3	-7	6	2	5	5	-4	-5
M1 antag	-8	7	-12	-9	-6	-1	7	-1
OXTR agonist	-0.4	0.9	0.3	.	0.4	0.2	1.1	-0.2

25	Cc1nc(SCC#N)c2c(C)c(C)sc2n1
26	COc1cc(NC(=O)C2CCC(CNc3c(N4CCC(C)CC4)c(=O)c3=O)CC2)cc(OC)c1 (stereo not drawn)
27	Clc1ccc(-c2noc3c2-c2nc(Cc4cccc5ccccc45)sc2CC3)cc1
28	COC(=O)c1nc2n(n1)C(c1ccccc1OC)C1=C(CCCC1=O)N2 (stereo not drawn)
29	C/C(CC(C)C)=N/Nc1ccc([N+](=O)[O-])cc1[N+](=O)[O-]
30	COc1ccc(N(CC(=O)NCCC2=CCCCC2)S(=O)(=O)c2ccc(C)cc2)cc1OC
31	CCOC(=O)C(NCCCO)c1ccccc1 (stereo not drawn)
32	CC(=O)OC1CCC(OC(C)=O)c2c1n([O-])c(C)c(C)[n+]2=O (stereo not drawn)

Screen / compound no.	25	26	27	28	29	30	31	32
TAAR1 antagonist	-44	-25&-14	-2	8	-15	11	-13	7
CHRM1 agonist	-5	0&-1	-2	-3	-2	-8	-3	-3
V1R ag counter	-1.2	0.1	0.9	0.3	6.8	-1.3	0.3	-0.2
TAAR1 ag	-3	-1&-2	12	7	2	14	8	-3
OXTR potentiator	-7	-2	6	-9	-8	-13	5	-3
CHO parental Ca	-11	-3	-5	-15	-18	-33	-11	2
CHRM1 PAM	5	5&6	-3	4	-15	12	10	2
M1 antag	-8	-5&-12	16	2	32	-7	-10	-2
OXTR agonist	-2.7	0.2	0.7	0.5	0.1	-0.3	0.0	1.4

33	O=C(CSc1ccccc1F)NNC(=O)c1ccncc1
34	CCOC(=O)Cc1csc(SCn2nnc3ccccc3c2=O)n1
35	O=C(Cn1ncc2c([nH]c3ccccc32)c1=O)N1CCc2ccccc2C1
36	O=S(=O)(c1ccc(Br)s1)N1CCN(c2ncccn2)CC1
37	CC(NC(=O)[C@H](C)NC(=O)c1ccco1)c1ccc(S(N)(=O)=O)cc1 (stereo partly drawn)
38	COc1ccccc1N1CCN(C2CCCCC2NS(=O)(=O)c2ccc(Cl)cc2)CC1 (stereo not drawn)
39	O=C(O/N=C(\c1ccccc1)c1ccncc1)c1ccccc1F
40	CCNC(=O)CN1C(=O)NC2(CCOc3ccccc32)C1=O (stereo not drawn)

Screen / compound no.	33	34	35	36	37	38	39	40
TAAR1 antagonist	-8	-24	-22	-3	2	.	-12	12
CHRM1 agonist	-4	-5	-3	-5	0	-4	-8	-3
V1R ag counter	0.8	-0.1	0.3	-0.6	0.1	-0.1	1.4	0.6
TAAR1 ag	2	4	2	9	1	.	4	1
OXTR potentiator	-5	-5	-6	-9	3	-3	0	-1
CHO parental Ca	8	-23	14	-5	4	-24	-9	-9
CHRM1 PAM	9	5	2	4	8	2	8	8
M1 antag	-6	-8	-3	-2	0	5	-3	-8
OXTR agonist	0.6	-1.1	1.2	-1.5	1.3	-2.8	-1.7	0.2

41	CSc1nc(-c2ccccc2)nn1C(=O)c1ccc(C)cc1
42	Cc1cc(Cl)ccc1Oc1ccccc1C(=O)CC#N
43	COc1cccc(NS(=O)(=O)c2csc(C(N)=O)c2)c1
44	Cc1cccc2cc(C#N)c(NCCNC(=S)NCCCN3CCOCC3)nc12
45	CCN(CC)C(=O)c1cccc(-c2csc(C(C)(NC(C)=O)c3ccccc3)n2)c1 (stereo not drawn)

Screen / compound no.	41	42	43	44	45
TAAR1 antagonist	-11	-14	-1	-14	18
CHRM1 agonist	-3	-7	-2	-10	-4
V1R ag counter	1.0	5.6	0.7	1.7	.
TAAR1 ag	5	0	1	-2	-1
OXTR potentiator	-11	-15	-7	-3	.
CHO parental Ca	5	-16	6	-8	.
CHRM1 PAM	8	6	5	-6	7
M1 antag	-26	-3	-4	-9	0
OXTR agonist	0.2	4.6	0.9	3.4	.

Screens as filed in PubChem.
